Sm TGR inh: qHTS Assay for the Inhibitors of Schistosoma Mansoni Peroxiredoxins; Schistosoma mansoni thioredoxin glutathione reductase (TGR), Q962Y6; purified TGR, DTNB reduction, TNB absorbance 405 nm; Potency, µM (top dose mostly 114 µM), for the others: top-dose activity change, negative = inhibition, hits mostly inhibitors; 3% of 360,000 active; AID 485364, 2010; also: nearly all actives have a fitted effect of over 60% in size
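Kinetic colorimetric format: TGR-catalysed, NADPH-driven DTNB reduction monitored via TNB absorbance. Enzyme dispensed at 20 nM; compound exposure 15 min at room temperature before reaction start.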
Pf growth 96h: Primary qHTS for delayed death inhibitors of the malarial parasite plastid, 96 hour incubation | P. falciparum luciferase reporter growth, 96 h | Potency, µM (series often up to 28.7 µM), inactives show at the top dose activity change, negative = inhibition, actives largely listed as inhibitors | 6.9% of 320,000 active
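Erythrocytes infected with luciferase-expressing P. falciparum were dispensed at 2% hematocrit and 0.05% parasitemia (final), then incubated with compounds 96 hours at 37 C in 5% CO2. Luminescence after detection reagent addition reported growth.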
Tb PYK inh: qHTS of Trypanosoma Brucei Inhibitors; pyruvate kinase (Trypanosoma brucei), Q57TT1; TbPYK enzyme, Kinase-Glo Plus ATP luminescence, 45 min; Potency, µM (doses to about 76.8 µM), inactives show at the highest dose activity, negative = inhibition, most hits filed as inhibitors; 0.12% of 410,000 active; AID 624173, 2012; also: nearly all actives have a fitted effect of over 50% in size
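T. brucei PYK with substrate was exposed to pin-transferred compounds across a concentration series, then started with 130 uM ADP (final). After 45 min at room temperature, Kinase-Glo Plus luminescence was read, normalized and curve-fitted.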
LmPK inhibitor: qHTS Assay for Inhibitors of Leishmania Mexicana Pyruvate Kinase (LmPK) | purified LmPK, Kinase-Glo ATP luminescence, 1 h | 0.37% of 290,000 active | Potency, µM (doses to about 57.5 µM), inactives show at the highest dose activity change, negative = inhibition, hits mostly inhibitors
Target sequence (Q27686 whole entry, looked up): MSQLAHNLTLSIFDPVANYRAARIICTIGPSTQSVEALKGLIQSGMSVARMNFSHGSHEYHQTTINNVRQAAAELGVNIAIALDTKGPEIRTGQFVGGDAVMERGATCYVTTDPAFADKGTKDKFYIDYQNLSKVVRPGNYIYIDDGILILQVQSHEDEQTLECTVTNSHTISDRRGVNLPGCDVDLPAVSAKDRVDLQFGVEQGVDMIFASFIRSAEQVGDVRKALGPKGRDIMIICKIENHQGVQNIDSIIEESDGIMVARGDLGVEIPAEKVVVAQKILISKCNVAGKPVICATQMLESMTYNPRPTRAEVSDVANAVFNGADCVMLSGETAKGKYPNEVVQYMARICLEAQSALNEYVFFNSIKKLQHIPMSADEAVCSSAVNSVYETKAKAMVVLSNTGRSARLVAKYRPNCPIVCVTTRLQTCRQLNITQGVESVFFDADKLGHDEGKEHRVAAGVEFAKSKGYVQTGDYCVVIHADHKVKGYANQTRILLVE
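qHTS format; LmPK 0.1 nM; substrates PEP 0.5 mM and ADP 0.1 mM. One-hour room-temperature incubation, then coupled luciferase luminescence; 0.5 nM enzyme wells mark activation.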
Pf growth 48h: Primary qHTS for delayed death inhibitors of the malarial parasite plastid, 48 hour incubation. P. falciparum luciferase growth in erythrocytes, 48 h. Potency, µM (doses to about 28.7 µM), without a hit: top-dose activity change, negative = inhibition, usual class: inhibitors. 5.9% of 310,000 active
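First compound was added to culture medium, then infected red cells at 0.1% parasitemia and 2% hematocrit (final). After incubation at 37 C under 5% CO2, luciferase detection reagent was dispensed and light output recorded.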
HCV inhibitor: qHTS Assay for Inhibitors of Hepatitis C Virus (HCV) | AID 651820, 2012 | Huh7.5.1 HCVcc-Cre infection, luciferase reporter, 44 h | Potency, µM (series often up to 41.8 µM), for inactives: at the highest dose activity change, negative = inhibition, hits mostly inhibitors | 3.4% of 340,000 active
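Antiviral activity was scored by luciferase reporter output from cells infected with HCVcc-Cre (~0.5 moi) in presence of compound, 44 h infection period, cells seeded 1,000/well 4 h prior.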
The depositor's hits bear a star; ? = inconclusive; . = no result given; [ ] = another dose, or the depositor's remark. Calls follow the shape of the dose curve; as a rule, active = well fitted curve in the direction sought with a large enough effect; inconclusive = small, poorly fitted or top-dose-only effect, or another doubt; inactive = no such curve, though single readings can be large; an effect the other way counts as inactive or inconclusive. % is scaled to controls: 0 for no effect and ±100 for the full control effect; potency is read from the fitted curve at half-maximal effect. Not a hit list; about 16% have a hit in one of these screens.

SMILES	Sm TGR inh	Pf growth 96h	Tb PYK inh	LmPK inhibitor	Pf growth 48h	HCV inhibitor
CCn1nc(C)c(CN2CCN(Cc3ccc(OC)c(C)c3C)C(CCO)C2)c1C (stereo not given)	-11%	-32%	-2%	1%	-28%	-11%
CCn1nc(C)c(Br)c1-c1nc(CS(=O)(=O)c2ccc(F)cc2)no1	-5%	49%[activator]	-11%	1%	38%[activator]	-23%
N#C/C(=C/C=C/c1ccccc1)C(=O)Nc1ccccc1	0%	?	-2%	1%	3.3µM*	-9%
O=C(Nc1cccc(-c2cn3cccnc3n2)c1)c1ccco1	-32%	?	-15%	1%	-15%	-19%
O=C(O)CCC(=O)N1N=C(c2ccccc2)CC1c1ccc2nccnc2c1 (stereo not given)	-20%	71%[activator]	-15%	-3%	18%	11%
COC(=O)c1cc(C(=O)OC)n(Cc2ccc(Br)cc2)n1	0%	.	-10%	-2%	31%[activator]	-9%
CSc1ccccc1NC(=O)c1ccc(N2CC3CC(C2)c2cccc(=O)n2C3)c(NC(=O)c2ccncc2)c1 (stereo not given)	3%	?	-8%	0%	9.3µM*	8%
CCOc1ccccc1NC(=O)COc1ccc2c(c1)OCO2	0%	30%[activator]	-8%	12%	-39%	?
O=C(O)CCCCOn1ccnc1	0%	89%[activator]	-3%	1%	40%[activator]	5%
COCCn1nnnc1C(c1ccc2ncccc2c1)N1CCc2ccccc21 (stereo not given)	?	5%	-3%	5%	?	-20%
Cc1ccccc1C(=O)N/N=C1/SCC(=O)N1Cc1ccccc1	.	1%	-3%	0%	2%	5%
CC(C)(C)SCCNC(=O)/C=C/c1cccc([N+](=O)[O-])c1	-4%	16%	10%	-1%	42%[activator]	-2%
CC(C)C(NC(=O)c1ccccc1)c1nnc(SCC(=O)NC2CCCC2)n1C (stereo not given)	-9%	8%	-3%	0%	-13%	7%
Cc1cnc(NCCc2ccccc2)s1	-1%	-12%	-7%	-5%	?	5%
CN(Cc1ccco1)C(=O)c1ccc(CNS(=O)(=O)c2ccc3c(c2)C(C)(C)C(=O)N3C)cc1	-23%	-10%	-2%	0%	-20%	-13%
CCOc1cc(/C=N/NC(N)=O)cc(Br)c1OCC(=O)Nc1cccc2ccccc12	-4%	?	0%	6%	.	18µM*
Cc1nn(Cc2ccccc2)c(C)c1/C=N/NC(=O)CNc1cccc(C(F)(F)F)c1	-2%	?	-2%	1%	?	?
c1ccc(-c2nc(NCc3ccco3)c3ccccc3n2)nc1	-23%	2.9µM*	11%	1%	2.6µM*	?
COc1ccc(S(=O)(=O)N(CC(=O)NC(C)C)Cc2ccccc2)cc1	2%	?	1%	-9%	.	1%
CCCCCCc1cc2cc(C(=O)NC)c(=N)oc2cc1O	-53%	24%	-7%	-1%	?	-29%

5 compounds drawn at random from the list so far, as already listed:
SMILES	Sm TGR inh	Pf growth 96h	Tb PYK inh	LmPK inhibitor	Pf growth 48h	HCV inhibitor
CCOc1ccccc1NC(=O)COc1ccc2c(c1)OCO2	0%	30%[activator]	-8%	12%	-39%	?
O=C(Nc1cccc(-c2cn3cccnc3n2)c1)c1ccco1	-32%	?	-15%	1%	-15%	-19%
CC(C)C(NC(=O)c1ccccc1)c1nnc(SCC(=O)NC2CCCC2)n1C (stereo not given)	-9%	8%	-3%	0%	-13%	7%
CCn1nc(C)c(CN2CCN(Cc3ccc(OC)c(C)c3C)C(CCO)C2)c1C (stereo not given)	-11%	-32%	-2%	1%	-28%	-11%
COc1ccc(S(=O)(=O)N(CC(=O)NC(C)C)Cc2ccccc2)cc1	2%	?	1%	-9%	.	1%

Next compounds:
SMILES	Sm TGR inh	Pf growth 96h	Tb PYK inh	LmPK inhibitor	Pf growth 48h	HCV inhibitor
CC1(c2ccccc2)NC(=O)N(CCN2C(=O)c3ccccc3C2=O)C1=O (stereo not given)	0%	24%	5%	-2%	27%	13%
COc1cccc(-c2ccc(NC(=O)C3CCCN(CCCn4nc(C)cc4C)C3)cc2)c1 (stereo not given)	-20%	-26%	2%	4%	?	?
CCn1ncc([N+](=O)[O-])c1C(=O)Nc1c(C)cccc1C	0%	99%[activator]	1%	-5%	11%	15%
COC(=O)c1[nH]c2cccc(OC)c2c1NC(=O)C(C)N1CCC(C)CC1 (stereo not given)	1%	?	-6%	2%	.	0%
COc1ccccc1/C=C/C=N/n1c(-c2ccncc2)n[nH]c1=S	8%	7.4µM*	?	4%	-2%	-9%
O=C(CCNS(=O)(=O)c1ccc(Br)cc1)NC1CCC(O)CC1 (stereo not given)	6%	5%	-1%	.	-3%	9%
COCCN(C(=O)CSc1nnc(-c2ccccc2F)n1C)c1c(N)n(Cc2ccccc2)c(=O)[nH]c1=O	-2%	?	9%	-7%	-7%	3%
CCN(CC)CCOC(=O)c1ccc(NC(=O)CCCN2C(=O)/C(=C\c3cccs3)SC2=S)cc1	0%	4.1µM*	0%	1%	2.3µM*	10µM*
COc1ccc(N(CC(=O)NCCSc2ccccc2)S(=O)(=O)c2ccccc2)cc1	0%	-29%	-4%	-6%	-21%	?
CC(C)c1ccc(NC(=O)CSc2nc(=O)n(CCN3CCOCC3)c3c2CCC3)cc1	0%	?	1%	.	?	14%
O=C(NCC(c1ccco1)N1CCc2ccccc2C1)c1ccc(F)cc1 (stereo not given)	-17%	14%	-2%	.	?	-4%
O=C(NCCO)c1cccc2c1C(=O)c1ccccc1-2	-18%	49%[activator]	2%	-2%	33%[activator]	17%
Cc1cccc(-c2nnc(NC(=O)c3cccs3)s2)c1	0%	47%[activator]	2%	-2%	71%[activator]	19%
COc1ccc(C2C(C(C)=O)=C(C)N=c3s/c(=C\c4ccco4)c(=O)n32)c(OC)c1 (stereo not given)	?	-5%	.	11%	?	-22%
COc1ccc(C(=O)Nc2ccccc2C(=O)Nc2ccncc2)cc1	2%	-7%	-1%	-10%	10µM*	?
COc1cc(/C=C2/C(=N)N3C(SC)=NSC3=NC2=O)ccc1OC(=O)c1ccco1	-2%	?	3%	0%	13%	18%
Clc1ccc(-c2nc3ccccn3c2CN2CCCCC2)cc1	6%	-28%	-6%	-3%	?	-28%
O=C(CN(Cc1ccccc1F)S(=O)(=O)c1ccc(Cl)cc1)NCC1CCCO1 (stereo not given)	-1%	16%	-1%	1%	-4%	7%
O=C(Cc1csc(-c2ccccc2)n1)NCc1ccccc1F	-6%	57%[activator]	.	-1%	-2%	-1%
O=C1CSC(c2ccccc2)N1Cc1ccccn1 (stereo not given)	-11%	7%	-3%	5%	-2%	20%
CSCCC(NS(=O)(=O)c1ccccc1F)C(=O)N1CCCCCC1 (stereo not given)	-17%	4%	5%	1%	20%	13%
CCc1nc2sc(C)c(C)c2c(=O)n1CCO	3%	.	10%	-2%	8%	-25%
O=C(NCC1CCCCC1)C1CCC(=O)N(CCc2cccc(F)c2)C1 (stereo not given)	1%	2%	-1%	1%	14%	-1%
O=C(CNS(=O)(=O)/C=C/c1ccccc1)OC1CCOC1=O (stereo not given)	-6%	21%	2%	2%	7%	11%
CNC(=O)c1ccccc1NC(=O)c1ccc(C)c(S(=O)(=O)N2CCCCC2)c1	6%	1%	2%	4%	?	-18%
Cc1ccc(N)cc1CN1CCCC1=O	55%[activator]	?	0%	-7%	-21%	9%
CCOC(=O)CC(=O)CSc1nc(-c2ccc3c(c2)OCO3)cc(C(F)(F)F)c1C#N	-2%	?	0%	0%	?	11%
C=CCN1C(=O)C(CCCC)NC1=S (stereo not given)	3%	31%[activator]	-13%	-7%	8%	23%
N/C(=N\NC(=O)Nc1ccc(Cl)cc1)c1ccccn1	1%	203%[activator]	4%	0%	140%[activator]	3%
COc1ccc(Cc2noc(CN3CCN(Cc4csc(C)n4)CC3)n2)cc1OC	-23%	20%	1%	1%	-6%	-3%
S=c1[nH]c2ccccc2n2c(=S)[nH]nc12	21%	1%	-27%	-16%	30%	-3%
Clc1ccc(OC2CCN(Cc3nc(CC4CC4)no3)CC2)cc1	-5%	?	1%	1%	13%	-15%
O=C(NCCCCc1ccccc1)c1cccc([N+](=O)[O-])c1	-2%[57.1 µM]	56%[activator]	1%	-8%	11%	?
COc1cc(CNc2ccc3[nH]c(=O)[nH]c3c2)ccc1OCc1ccccc1Cl	?	50%[activator]	-6%	-2%	-21%	-26%
Cc1ccc(S(=O)(=O)N2CCC(=O)N(C(COCc3cccc(C(F)(F)F)c3)C(C)C)CC2)cc1 (stereo not given)	-15%	10µM*	1%	0%	?	-3%[8.37 µM]
O=C(Nc1ccc(Br)cn1)c1cccc(-c2cc3ccccc3oc2=O)c1	-7%	132%[activator]	-9%	-2%	163%[activator]	7%
CCN1CC(CN(C)Cc2cn(-c3cccc(C)c3)nc2-c2cccc(F)c2)CC1=O (stereo not given)	5%	?	1%	4%	?	?
Cc1ccc(NC(=O)CSc2nnc3ccccn23)cc1S(=O)(=O)N1CCOCC1	44%[activator]	?	1%	13%	?	8%
Cn1c(SCc2ccccc2)nnc1-c1ccco1	-15%	9%	-3%	0%	-3%	5%

Only HCV inhibitor, Sm TGR inh and Pf growth 48h (two entries from above):
SMILES,HCV inhibitor,Sm TGR inh,Pf growth 48h
Cc1ccc(NC(=O)CSc2nnc3ccccn23)cc1S(=O)(=O)N1CCOCC1,8%,44%[activator],?
Cn1c(SCc2ccccc2)nnc1-c1ccco1,5%,-15%,-3%

Entries of single compounds as entered above:
Record of Cc1ccc(S(=O)(=O)N2CCC(=O)N(C(COCc3cccc(C(F)(F)F)c3)C(C)C)CC2)cc1 (stereo not given) = Sm TGR inh = -15%; Pf growth 96h = 10µM*; Tb PYK inh = 1%; LmPK inhibitor = 0%; Pf growth 48h = ?; HCV inhibitor = -3%[8.37 µM]
Record of O=C(NCCCCc1ccccc1)c1cccc([N+](=O)[O-])c1 = Sm TGR inh = -2%[57.1 µM]; Pf growth 96h = 56%[activator]; Tb PYK inh = 1%; LmPK inhibitor = -8%; Pf growth 48h = 11%; HCV inhibitor = ?
Record of COc1cc(CNc2ccc3[nH]c(=O)[nH]c3c2)ccc1OCc1ccccc1Cl = Sm TGR inh = ?; Pf growth 96h = 50%[activator]; Tb PYK inh = -6%; LmPK inhibitor = -2%; Pf growth 48h = -21%; HCV inhibitor = -26%

High-throughput results (PubChem BioAssay)
